High-throughput results deposited in PubChem BioAssay by NCI.
cln2 rad14 = NCI yeast anticancer drug screen, S. cerevisiae cln2 rad14 strain. % growth inhibition at 50 µM. 8.3% of 78,000 active;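 also: 0% = growth of vehicle-only cultures of the same strain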
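Test compounds were added to cln2 rad14 yeast cultures; inhibition of growth was then determined by comparison with vehicle treatment.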
mec2-1 = NCI yeast anticancer drug screen, S. cerevisiae mec2-1 strain | growth inhibition, % at 50 µM | 9% of 79,000 active | AID 157;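 also: 0% = growth of vehicle-only cultures of the same strain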
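mec2-1 yeast strain, carrying an alteration in DNA damage repair or cell cycle control, was exposed to compounds; growth inhibition was measured relative to vehicle-treated controls.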
rad50 = NCI yeast anticancer drug screen, S. cerevisiae rad50 strain. % growth inhibition at 50 µM. 10% of 79,000 active. AID 155;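 also: 0% = growth of vehicle-only cultures of the same strain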
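A DNA repair-deficient yeast mutant serves as the test organism; compound-induced growth inhibition is calculated against vehicle-treated cells.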
yeast mlh1 rad18 = NCI yeast anticancer drug screen, S. cerevisiae mlh1 rad18 strain. % growth inhibition at 50 µM. 11% of 79,000 active;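 also: 0% = growth of vehicle-only cultures of the same strain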
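Genetically defined yeast (DNA repair-deficient) exposed to compounds; growth inhibition determined relative to vehicle.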
bub3 = NCI yeast anticancer drug screen, S. cerevisiae bub3 mutant strain; AID 167; 9.9% of 78,000 active; growth inhibition, % at 50 µM;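 also: 0% = growth of vehicle-only cultures of the same strain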
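Whole-cell yeast assay. The mutant strain was incubated with compounds, and growth inhibition was determined by comparison with vehicle-treated cells.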
sgs1 mgt1 = NCI yeast anticancer drug screen, S. cerevisiae sgs1 mgt1 strain; growth inhibition, % at 50 µM; 10% of 78,000 active; AID 161;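 also: 0% = growth of vehicle-only cultures of the same strain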
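Mutant yeast exposed to compound; growth scored against vehicle-only wells.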
Active calls of the source: *. Rule as the data show it: active = growth inhibition above about 70%; inactive = the rest.

What do the screens show for `CC(C)(C)CI`?
cln2 rad14: 5; mec2-1: 4; rad50: 16; yeast mlh1 rad18: -35; bub3: -11; sgs1 mgt1: 8

Results for CC(=O)c1cc(C)ccc1C ?
cln2 rad14: -100; mec2-1: -20; rad50: 3; yeast mlh1 rad18: -19; bub3: -43; sgs1 mgt1: -5

How did CN1CCN(CC2C3CCC(C3)C2O)CC1 (stereo not given) do in these assays?
cln2 rad14: 4; mec2-1: -18; rad50: -9; yeast mlh1 rad18: -1; bub3: -5; sgs1 mgt1: -16

Results for CCc1ccc(C(=O)C2CC2)cc1 ?
cln2 rad14: 6; mec2-1: -66; rad50: -20; yeast mlh1 rad18: 18; bub3: -12; sgs1 mgt1: -10

Results for NCCSc1nc2ccccc2s1 ?
cln2 rad14: -1; mec2-1: -1; rad50: 17; yeast mlh1 rad18: 28; bub3: 17; sgs1 mgt1: -8

What do the screens show for `O=C1c2cccc(NCCNCCO)c2C(=O)c2cccc(NCCNCCO)c21`?
cln2 rad14: 15; mec2-1: 7; rad50: -10; yeast mlh1 rad18: 8; bub3: 45; sgs1 mgt1: 31

How did Cc1cc(C)c(S(=O)(=O)c2ccccc2)c(C)c1 do in these assays?
cln2 rad14: -7; mec2-1: -25; rad50: -13; yeast mlh1 rad18: 3; bub3: 15; sgs1 mgt1: -6

How did COC1=NC2(C)C(C)=C(c3ccccc3)C1(C)c1ccccc12 (stereo not given) do in these assays?
cln2 rad14: -47; mec2-1: -4; rad50: -12; yeast mlh1 rad18: -4; bub3: 7; sgs1 mgt1: -15

Results for O=C1c2ccccc2C(=O)N1/N=[N+](\[O-])N1CCOCC1 ?
cln2 rad14: -36; mec2-1: 21; rad50: 3; yeast mlh1 rad18: 21; bub3: 31; sgs1 mgt1: 16

Results for CC1(C)OC(=O)C(C)(C)C(=O)O1 ?
cln2 rad14: 17; mec2-1: -21; rad50: 20; yeast mlh1 rad18: -9; bub3: 5; sgs1 mgt1: 2

How did C/C=C/c1nc2c(c(=O)n(C)c(=O)n2C)n1C do in these assays?
cln2 rad14: -29; mec2-1: -8; rad50: -8; yeast mlh1 rad18: 7; bub3: 1; sgs1 mgt1: -6

Results for COc1cc(N=Nc2c(C)nc(N)nc2C)c(OC)cc1Cl ?
cln2 rad14: -26; mec2-1: 7; rad50: 9; yeast mlh1 rad18: 19; bub3: 5; sgs1 mgt1: 15

How did CC(=O)OCCC12CCC(CC1Cl)C2(C)C (stereo not given) do in these assays?
cln2 rad14: 25; mec2-1: -10; rad50: -1; yeast mlh1 rad18: -4; bub3: -3; sgs1 mgt1: 10

What do the screens show for `O=C(O)C1C2C=CC(O2)C1C(=O)NCc1ccncc1` (stereo not given)?
cln2 rad14: -30; mec2-1: 15; rad50: -10; yeast mlh1 rad18: 3; bub3: -32; sgs1 mgt1: -8

How did Nc1nc(-c2ccc(Cl)cc2)c(N=Nc2ccc(Br)cc2)s1 do in these assays?
cln2 rad14: 95*; mec2-1: 98*; rad50: 98*; yeast mlh1 rad18: 98*; bub3: 96*; sgs1 mgt1: 98*

How did C1CC2(C34CCC(CC3)C4)CCC1C2 do in these assays?
cln2 rad14: 8; mec2-1: 1; rad50: -5; yeast mlh1 rad18: -3; bub3: 7; sgs1 mgt1: 14

Results for Cc1ccc(NCCN(C)C)c2c(=O)c3cc(O)ccc3sc12 ?
cln2 rad14: 90*; mec2-1: 91*; rad50: 89*; bub3: 88*; sgs1 mgt1: 91*

What do the screens show for `Cc1cc2oc(=O)cc(C(=O)O)c2c(=O)o1`?
cln2 rad14: -18; mec2-1: -10; rad50: -16; yeast mlh1 rad18: -16; bub3: -9; sgs1 mgt1: -13

How did CCCCSc1nc2c(=O)n(C)c(=O)n(C)c2n1C do in these assays?
cln2 rad14: -6; mec2-1: 1; rad50: 2; yeast mlh1 rad18: 7; bub3: -13; sgs1 mgt1: 11

What do the screens show for `C#CC[N+](CC)(CC)CC`?
cln2 rad14: -84; mec2-1: -12; rad50: 3; yeast mlh1 rad18: -13; bub3: -3; sgs1 mgt1: -11

How did NC(=O)CSCC(=O)c1ccccc1 do in these assays?
cln2 rad14: -40; mec2-1: -7; rad50: -5; yeast mlh1 rad18: 8; bub3: -13; sgs1 mgt1: -9

Results for CS(=O)(=O)OC1C(OCc2ccccc2)OC(CO)C(O)C1O (stereo not given) ?
cln2 rad14: -56; mec2-1: 2; rad50: -6; yeast mlh1 rad18: 1; bub3: -2; sgs1 mgt1: -10

How did Nc1ccc(S(=O)(=O)Nc2nccs2)cc1 do in these assays?
cln2 rad14: 6; mec2-1: -17; rad50: -1; yeast mlh1 rad18: -3; bub3: -2; sgs1 mgt1: -4

What do the screens show for `N#CCC(=O)N/N=C/c1ccc2c(c1)CCC2`?
cln2 rad14: 19; mec2-1: -25; rad50: 5; yeast mlh1 rad18: 19; bub3: 25; sgs1 mgt1: 16

What do the screens show for `Nc1nc(-c2cccc([N+](=O)[O-])c2)c(Br)c(=O)[nH]1`?
cln2 rad14: -4; mec2-1: 10; rad50: 12; yeast mlh1 rad18: 26; bub3: 14; sgs1 mgt1: 12

What do the screens show for `O=C(CCc1ccccc1)c1ccccc1`?
cln2 rad14: 25; mec2-1: 0; rad50: 21; yeast mlh1 rad18: 11; bub3: 10; sgs1 mgt1: -9

What do the screens show for `N#Cc1sc2c(c1OC(=O)c1ccc(Cl)cc1)c(=O)n(-c1ccccc1)c(=S)n2-c1ccccc1`?
cln2 rad14: 34; mec2-1: 2; rad50: 2; yeast mlh1 rad18: -7; bub3: 5; sgs1 mgt1: 0

Results for Cc1cc2nn(C3CCCCO3)nc2cc1C (stereo not given) ?
cln2 rad14: -25; mec2-1: -20; rad50: 2; yeast mlh1 rad18: -47; bub3: 8; sgs1 mgt1: -22

How did c1ccc(N=C(c2ccccn2)c2ccccn2)cc1 do in these assays?
cln2 rad14: -42; mec2-1: -1; rad50: -3; yeast mlh1 rad18: 3; bub3: 5; sgs1 mgt1: -6

Results for COC(=O)CCC(=O)C(C#N)c1nc2ccccc2s1 (stereo not given) ?
cln2 rad14: -25; mec2-1: 0; rad50: -31; yeast mlh1 rad18: 11; bub3: 4; sgs1 mgt1: 13

How did CCc1nc(-c2ccccc2)c(-c2ccccc2)[nH]1 do in these assays?
mec2-1: -19; rad50: -15; yeast mlh1 rad18: -16

What do the screens show for `CN(CCNC(=O)NC1CCCCC1)c1ccccc1`?
cln2 rad14: 3; mec2-1: 1; rad50: 3; yeast mlh1 rad18: 35; bub3: 8; sgs1 mgt1: 16

How did COc1cc2c(c(OC)c1OC)-c1ccc(OC)c(=O)cc1C(NC(=O)CCCCCNc1ccc(N=[N+]=[N-])cc1[N+](=O)[O-])CC2 (stereo not given) do in these assays?
cln2 rad14: 36; mec2-1: 84*; rad50: 89*; yeast mlh1 rad18: 84*; bub3: 13; sgs1 mgt1: 45

What do the screens show for `O=C(CCl)Oc1cccc2cccnc12`?
cln2 rad14: -12; mec2-1: 9; rad50: -9; yeast mlh1 rad18: -3; bub3: -2; sgs1 mgt1: -1

How did CCC(=O)Nc1ccc2ccccc2c1 do in these assays?
cln2 rad14: -9; mec2-1: -5; rad50: -9; yeast mlh1 rad18: -27; bub3: -7; sgs1 mgt1: 0

What do the screens show for `Oc1c(Cl)c(Cl)c(Cl)c2ccccc12`?
cln2 rad14: 53; mec2-1: 97*; rad50: 95*; yeast mlh1 rad18: 97*; bub3: 91*; sgs1 mgt1: 96*

Results for CCCCCCCCC(O)C(O)CCCCCCCC(=O)OCCC (stereo not given) ?
cln2 rad14: -5; mec2-1: -14; rad50: -14; yeast mlh1 rad18: -11; bub3: -8; sgs1 mgt1: 7

What do the screens show for `C=C(C)CNCC(=C)C`?
cln2 rad14: -17; mec2-1: 14; rad50: 35; yeast mlh1 rad18: 22; bub3: 18; sgs1 mgt1: -8

How did COc1ccc(OC)c([N+](=O)[O-])c1 do in these assays?
cln2 rad14: 24; mec2-1: -3; rad50: -10; yeast mlh1 rad18: -9; bub3: -19; sgs1 mgt1: -1

Results for O=C(O)c1cc(=O)c2cc(Cc3ccccc3)ccc2[nH]1 ?
cln2 rad14: 10; mec2-1: 6; rad50: 5; yeast mlh1 rad18: 13; bub3: 11; sgs1 mgt1: 10

What do the screens show for `c1ccc(C(CCN2CC3CCC(CC3)C2)c2ccccc2)cc1`?
cln2 rad14: -23; mec2-1: -21; rad50: 15; yeast mlh1 rad18: 23; bub3: -22; sgs1 mgt1: -18

How did C[C@]12CC[C@@H]3c4ccc(OP(=O)(O)O)cc4CC[C@H]3[C@@H]1CCC2=O do in these assays?
cln2 rad14: -24; mec2-1: 5; rad50: -7; yeast mlh1 rad18: -14; bub3: -25; sgs1 mgt1: -23

Results for CC1CC2OC(=N)C1(C#N)C2(C#N)C#N (stereo not given) ?
cln2 rad14: -1; mec2-1: 22; rad50: 16; yeast mlh1 rad18: -32; bub3: -29; sgs1 mgt1: -31

What do the screens show for `CCC1(C)NN=C2C(=CC=C3NNC(C)(CC)N32)n2cccc21` (stereo not given)?
cln2 rad14: 4; mec2-1: 9; rad50: 37; yeast mlh1 rad18: 26; bub3: -3; sgs1 mgt1: -19

How did Cc1ccc(/C=N/NC(N)=S)s1 do in these assays?
cln2 rad14: -42; mec2-1: 2; rad50: 25; yeast mlh1 rad18: 49; bub3: -13; sgs1 mgt1: 49

Results for CC(C#N)NCc1ccc(C(C)NC(C)C#N)cc1 (stereo not given) ?
cln2 rad14: -26; mec2-1: 2; rad50: 4; yeast mlh1 rad18: -16; bub3: -11; sgs1 mgt1: -44

What do the screens show for `CCOC(=O)/C=C/CC(C)(C)CCOC(C)=O`?
cln2 rad14: -5; mec2-1: -46; rad50: 0; yeast mlh1 rad18: -2; bub3: -10; sgs1 mgt1: -28

Results for S=C(Nc1ccc(N=Nc2ccccc2)cc1)SCc1ccc(Cl)cc1 ?
cln2 rad14: 13; mec2-1: 4; rad50: 28; yeast mlh1 rad18: 14; bub3: -3; sgs1 mgt1: 21

What do the screens show for `CCOC(=O)/C(C)=C\C1C(C)=CCCC1(C)C` (stereo not given)?
cln2 rad14: -20; mec2-1: -17; rad50: 9; yeast mlh1 rad18: 1; bub3: 15; sgs1 mgt1: 7

Results for CC(C)(C)CC(C)(C)c1ccc(OCCOc2ccccc2NS(=O)(=O)c2ccc(N)cc2)cc1 ?
cln2 rad14: 1; mec2-1: 0; rad50: 48; yeast mlh1 rad18: 24; bub3: 10; sgs1 mgt1: 34

How did CC(CN(C)C)C(/C=C/c1ccc(Cl)cc1)=N\NC(=O)c1ccccc1 (stereo not given) do in these assays?
cln2 rad14: -2; mec2-1: -4; rad50: 18; yeast mlh1 rad18: 27; bub3: -12; sgs1 mgt1: -15

Results for COc1ccc(Cc2cc3c(cc2OCC(=O)Nc2ncccn2)OCO3)cc1 ?
cln2 rad14: -35; mec2-1: -5; rad50: 26; yeast mlh1 rad18: 31; bub3: 17; sgs1 mgt1: 10

What do the screens show for `COc1cc2nc(N)sc2cc1OC`?
cln2 rad14: -4; mec2-1: 3; rad50: 62; yeast mlh1 rad18: 38; bub3: 14; sgs1 mgt1: -8

How did OCCNc1ncnc2c1ncn2C1OC(CO)C(O)C1O (stereo not given) do in these assays?
cln2 rad14: -24; mec2-1: 5; rad50: 6; yeast mlh1 rad18: 22; bub3: -20; sgs1 mgt1: -12

Of the compounds above, eight have a Cl atom.
Results for COc1cc(N=Nc2c(C)nc(N)nc2C)c(OC)cc1Cl ?
cln2 rad14: -26; mec2-1: 7; rad50: 9; yeast mlh1 rad18: 19; bub3: 5; sgs1 mgt1: 15

How did CC(=O)OCCC12CCC(CC1Cl)C2(C)C (stereo not given) do in these assays?
cln2 rad14: 25; mec2-1: -10; rad50: -1; yeast mlh1 rad18: -4; bub3: -3; sgs1 mgt1: 10

How did Nc1nc(-c2ccc(Cl)cc2)c(N=Nc2ccc(Br)cc2)s1 do in these assays?
cln2 rad14: 95*; mec2-1: 98*; rad50: 98*; yeast mlh1 rad18: 98*; bub3: 96*; sgs1 mgt1: 98*

What do the screens show for `N#Cc1sc2c(c1OC(=O)c1ccc(Cl)cc1)c(=O)n(-c1ccccc1)c(=S)n2-c1ccccc1`?
cln2 rad14: 34; mec2-1: 2; rad50: 2; yeast mlh1 rad18: -7; bub3: 5; sgs1 mgt1: 0

What do the screens show for `O=C(CCl)Oc1cccc2cccnc12`?
cln2 rad14: -12; mec2-1: 9; rad50: -9; yeast mlh1 rad18: -3; bub3: -2; sgs1 mgt1: -1

What do the screens show for `Oc1c(Cl)c(Cl)c(Cl)c2ccccc12`?
cln2 rad14: 53; mec2-1: 97*; rad50: 95*; yeast mlh1 rad18: 97*; bub3: 91*; sgs1 mgt1: 96*

Results for S=C(Nc1ccc(N=Nc2ccccc2)cc1)SCc1ccc(Cl)cc1 ?
cln2 rad14: 13; mec2-1: 4; rad50: 28; yeast mlh1 rad18: 14; bub3: -3; sgs1 mgt1: 21

How did CC(CN(C)C)C(/C=C/c1ccc(Cl)cc1)=N\NC(=O)c1ccccc1 (stereo not given) do in these assays?
cln2 rad14: -2; mec2-1: -4; rad50: 18; yeast mlh1 rad18: 27; bub3: -12; sgs1 mgt1: -15

Not a hit list; 14% or so of the library scored in one or more.
